Screening results from PubChem BioAssay.
P. falciparum M17LAP: P. falciparum M17LAP inhibitors, primary screen, biochemical, fluorogenic H-Leu-NHMec substrate, 1536-well (AID 1619). one-dose inhibition, % at 30 µM; IC50 in µM for titrated hits. 220,000 tested, 0.38% active. Leucine aminopeptidase (Plasmodium falciparum (isolate 3D7)). recombinant M17LAP, H-Leu-NHMec fluorogenic kinetic assay; higher % means a stronger effect;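 active = compound inhibiting the enzyme by more than half at any dose during confirmatory dose-response retesting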;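 note: plate controls were full reaction with DMSO carrier for no effect and no enzyme background for full effect; strong numbers were not always called active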
LYP inhibition: inhibitors of LYP phosphatase, biochemical, fluorescence intensity, uHTS (AID 1779); 290,000 tested, 0.054% active; recombinant LYP phosphatase, fluorescence intensity; higher % means a stronger effect; inhibition, % at 11.5 µM; hits with a dose series show IC50 in µM; Tyrosine-protein phosphatase non-receptor type 22 (Homo sapiens);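 note: plate controls were vehicle with enzyme for no effect and no enzyme for full effect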
XIAP displacement: XIAP antagonists, biochemical, IAP family, fluorescence polarization (AID 1018) | XIAP BIR domain, fluorescence polarization peptide displacement; higher % means a stronger effect | displacement, % at 20 µM, or IC50 in µM where a hit was titrated | 200,000 tested, 0.007% active; in the data active = displacement above about 50%; note: a part of the inactive calls stands beside numbers as strong as those of hits
P. falciparum M1AAP: P. falciparum M1AAP inhibitors, biochemical, fluorogenic H-Leu-NHMec substrate, 1536-well (AID 1445); Aminopeptidase N (Plasmodium falciparum (isolate 3D7)); recombinant M1AAP, H-Leu-NHMec fluorogenic kinetic assay; higher % means a stronger effect; inhibition, % at 30 µM; hits with a dose series show IC50 in µM; 220,000 tested, 0.42% active;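 active = primary inhibition above the hit cutoff, then over 50% inhibition at one or more dose response concentrations, cut at about 23% in these data, passing the limit was not always enough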;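 note: plate controls were DMSO full reaction for no effect and no enzyme background for full effect; strong numbers were not always called active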
TNAP activation fold: human TNAP enzyme activators, primary screen, biochemical, luminescent, no phosphate acceptor, uHTS (AID 1001); 200,000 tested, 0.03% active; Alkaline phosphatase, tissue-nonspecific isozyme (Homo sapiens); one-dose activation fold at 20 µM; EC50 in µM for titrated hits; purified TNAP, luminescent activation assay, no phosphate acceptor; higher activation fold means a stronger effect; in the data active = activation fold from about 3, or a potency from the dose series; inactive = the rest, 99 in 100 with activation fold below about 1.6; note: many of its hits are not listed in these tables
Yfh1-off respiration: enhancers of respiration in Yfh1-depleted yeast, dose response, Friedreich's ataxia, plus single-dose screen (AID 1465) | fold induction at 50 µM; hits with a dose series show EC50 in µM | S. cerevisiae Yfh1-off respiration, WST-1 reduction, 72 h; higher fold induction means a stronger effect | 220,000 tested, 0.074% active;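 active = fold induction of absorbance versus untreated yeast above a set limit, then at least 30% activation at any dose in follow-up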;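 note: activators that raise dye reduction in frataxin-depleted yeast; strong numbers were not always called active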
PMI inhibitors: inhibitors of human PMI, primary screen, biochemical, fluorescence intensity, coupled assay (AID 1209). purified PMI enzyme, coupled fluorescence intensity; higher % means a stronger effect. 190,000 tested, 0.42% active. Mannose-6-phosphate isomerase (Homo sapiens). one-dose inhibition, % at 20 µM; IC50 in µM for titrated hits;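 note: plate controls were DMSO vehicle for no effect and wells lacking substrate for full effect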
WT yeast gro inh: growth inhibition of WT strain, primary screen, mitochondrial fusion inhibitor project, WT and mutant strains, chemical genetic; mitochondrial fusion phenotypic screen; inhibition, % at 10 µM; 190,000 tested, 2.1% active; in the data active = inhibition above about 58%; tested in S. cerevisiae
human PMI inhibitors: human PMI inhibitors, high substrate, primary screen, biochemical, fluorescence intensity, high mannose 6-phosphate (AID 1220) | Mannose-6-phosphate isomerase (Homo sapiens) | recombinant PMI enzyme, coupled fluorescence intensity; higher % means a stronger effect | inhibition, % at 20 µM; hits with a dose series show IC50 in µM | 190,000 tested, 0.66% active
WT yeast gro inh mutant strain: second read-out of WT yeast gro inh, no call of its own (marks repeat the call); inhibition, %; mitochondrial fusion phenotypic screen, mutant strain inhibition
Numbers without * were called inactive; i = inactive; · = no result given. Cut-off read from the data, not from the text of the source, unless noted: active = inhibition above about 50%; inactive = the rest.

SMILES | P. falciparum M17LAP | LYP inhibition | XIAP displacement | P. falciparum M1AAP | TNAP activation fold | Yfh1-off respiration | PMI inhibitors | WT yeast gro inh | WT yeast gro inh mutant strain | human PMI inhibitors
CCOc1ccccc1NC(=O)c1cccc(S(=O)(=O)N(Cc2ccccc2)c2ccccc2OC)c1 | -2% | 3% | -6.4% | 3% | 1.1 | i | 19% | 2 | -1 | 4%
COc1cccc(Cn2c(=O)c3[nH]cnc3n(-c3ccccc3C)c2=O)c1 | 5% | -17% | · | 0% | · | i | · | · | · | ·
O=C(/C=C\c1ccccc1OC(=O)c1ccccc1F)c1cc2ccccc2o1 | -3% | -4% | -6.4% | 7% | 1 | i | 9% | 18 | 19 | 4%
Nc1ccc2c(c1)C(=O)N(CCCC(=O)O)C2=O | 20% | 2% | -5.4% | 4% | 1.1 | i | 2% | 16 | 12 | -4%
CC(Sc1nnc(-c2cccs2)n1-c1ccccc1)C(=O)NCc1ccc2c(c1)OCO2 (stereo not given) | 6% | 1% | -0.3% | -3% | 1.2 | i | -4% | 6 | 13 | -1%
O=C(C1CCCN1S(=O)(=O)c1cccc2cccnc12)N1CCn2c1nc1ccccc12 (stereo not given) | -2% | -1% | -2.9% | 5% | 1.1 | i | 9% | 13 | 5 | 6%
CCOC(=O)c1c(NC(=O)Cn2cnc([N+](=O)[O-])n2)sc2c1CCC(C)C2 (stereo not given) | 5% | 8% | -3.7% | 7% | 1.1 | i | -1% | -8 | 8 | -3%
O=C(CCN1C(=O)c2ccccc2C1=O)N1CCN(c2ccccc2)CC1 | 6% | -8% | -2.2% | 15% | 1.1 | i | -5% | -2 | -2 | -3%
O=[N+]([O-])c1cccc(NC(=S)N2CCc3ccccc3C2)c1 | 8% | 2% | -14% | 5% | 1.1 | i | -5% | 24 | 15 | 3%
O=C(Nc1ccc(C(=O)N2CCOCC2)cc1)c1cc(-c2cccnc2)nc2ccc(Br)cc12 | 9% | 0% | -5.8% | 13% | 1.1 | i | 1% | 4 | 18 | -1%
Cc1c(NS(=O)(=O)c2ccc(N3CCN(C)CC3)c([N+](=O)[O-])c2)c(=O)n(-c2ccccc2)n1C | 10% | -8% | -3.2% | 6% | 1 | i | 6% | 1 | 3 | 8%
CCOC(=O)C(C)c1ccc2cc(OC)ccc2c1 (stereo not given) | -1% | -8% | -1.6% | -1% | 1.1 | i | 9% | 3 | 2 | 8%
Cc1cc(C(=O)N/N=C/c2cc(Cl)cc([N+](=O)[O-])c2O)n[nH]1 | 62% | -1% | · | 52µM* | · | i | · | · | · | ·
CCOc1ccc(S(=O)(=O)N2CCN(C(=O)c3cc4c(s3)CCCC4)CC2)cc1 | 4% | 3% | -2.5% | 12% | 1.1 | i | 17% | 63* | 3.1* | 15%
c1ccc(-c2csc(NC3=NCCCCC3)n2)cc1 | -1% | -4% | -1.1% | 4% | 1.1 | i | 5% | 0 | -6 | -7%
CC(=O)N1CCN(c2ccc(S(=O)(=O)N3CCCCC3)cn2)CC1 | -8% | -11% | -9.4% | 3% | 1.1 | i | -25% | -4 | -19 | -17%
Cc1cc(=O)oc2cc(OC(=O)CCCCCN3C(=O)c4ccccc4C3=O)ccc12 | -53% | -5% | -5.6% | 6% | 1 | i | 3% | -3 | -3 | 3%
CN1CCN(CCCNC(=O)Cn2nc(-c3ccccc3)ccc2=O)CC1 | 2% | -2% | -5.6% | -2% | 1.1 | i | 3% | 0 | -17 | 1%
O=C(CCN1C(=O)c2ccccc2C1=O)N1CCN(Cc2ccccc2)CC1 | -18% | 1% | -3.5% | -1% | 1.1 | i | -2% | 4 | -8 | -6%
Cc1c(O)ccc2c(CN3CCN(C/C=C/c4ccccc4)CC3)cc(=O)oc12 | -44% | -8% | · | 5% | · | i | · | · | · | ·
CC(C)(C)C(=O)NC1(C(F)(F)F)NC(=O)N(c2ccc(F)cc2)C1=O (stereo not given) | 0% | -7% | -1.6% | 1% | 1.1 | i | 9% | -4 | 7 | 10%
O=C(c1ccc(F)cc1)c1cnc(Nc2ccccc2)s1 | -4% | -4% | -2.5% | 4% | 1.1 | i | -10% | -10 | 3 | -9%
Cc1nnc(SCC(=O)NCCOc2ccc(Cl)cc2)n1-c1ccccc1 | -1% | -10% | -5.1% | 3% | 1.1 | i | -2% | -26 | 5 | -5%
COCCCNC(=O)CS(=O)(=O)Cc1nc(-c2ccccc2C)oc1C | -3% | -2% | -4.2% | 4% | 1.1 | i | 2% | -8 | -4 | 6%
CC(=O)C1=C(C)NC(SCC(N)=O)=C(C#N)C1c1ccco1 (stereo not given) | 4% | 2% | -9.0% | 3% | 1 | i | -28% | 24 | 11 | -27%
COC(=O)CSc1nnc(-c2ccc(S(=O)(=O)NCc3cccs3)cc2)o1 | -3% | -2% | -3.1% | 3% | 1 | i | -10% | -3 | -1 | -2%
CCC(C)NS(=O)(=O)c1ccc(S(=O)(=O)Nc2cc3c(cc2C(C)=O)OCO3)cc1 (stereo not given) | 3% | -2% | -2.9% | 7% | 1.1 | i | 14% | 14 | 4 | 19%
Cc1cccn2c(=O)c3cc(C(=O)NC(C)c4ccccc4)c(=N)n(CCCn4ccnc4)c3nc12 (stereo not given) | -6% | -48% | · | 13% | · | i | · | · | · | ·
COc1ccc(Cn2nnnc2C(c2ccccc2)N2CCN(C3CCCC3)CC2)cc1 (stereo not given) | -6% | -10% | -5.2% | -7% | 1 | i | -4% | 4 | 4 | -6%
O=c1[nH]c2cc3c(cc2cc1CN(CCO)S(=O)(=O)c1ccccc1Cl)OCCO3 | 9% | -3% | -1.0% | 11% | 1.1 | i | 0% | 10 | 23 | 0%

Four compounds already listed, sorted by SMILES length, descending:
SMILES | P. falciparum M17LAP | LYP inhibition | XIAP displacement | P. falciparum M1AAP | TNAP activation fold | Yfh1-off respiration | PMI inhibitors | WT yeast gro inh | WT yeast gro inh mutant strain | human PMI inhibitors
CCC(C)NS(=O)(=O)c1ccc(S(=O)(=O)Nc2cc3c(cc2C(C)=O)OCO3)cc1 (stereo not given) | 3% | -2% | -2.9% | 7% | 1.1 | i | 14% | 14 | 4 | 19%
CC(C)(C)C(=O)NC1(C(F)(F)F)NC(=O)N(c2ccc(F)cc2)C1=O (stereo not given) | 0% | -7% | -1.6% | 1% | 1.1 | i | 9% | -4 | 7 | 10%
COC(=O)CSc1nnc(-c2ccc(S(=O)(=O)NCc3cccs3)cc2)o1 | -3% | -2% | -3.1% | 3% | 1 | i | -10% | -3 | -1 | -2%
CC(=O)C1=C(C)NC(SCC(N)=O)=C(C#N)C1c1ccco1 (stereo not given) | 4% | 2% | -9.0% | 3% | 1 | i | -28% | 24 | 11 | -27%

Continued.
SMILES | P. falciparum M17LAP | LYP inhibition | XIAP displacement | P. falciparum M1AAP | TNAP activation fold | Yfh1-off respiration | PMI inhibitors | WT yeast gro inh | WT yeast gro inh mutant strain | human PMI inhibitors
Cc1ccccc1CSc1nncn1N | -4% | -1% | 34% | 11% | 1.1 | i | 23% | -26 | -24 | 17%
CC(=O)NC(=S)Nc1ccc(NC(=O)COc2ccc(Cl)cc2Cl)cc1 | -5% | -9% | -7.4% | 13% | 1 | i | -10% | 6 | 6 | -10%
O=C(CN(Cc1ccco1)C(=O)c1cccc(Cl)c1)Nc1c(Cl)cc(Cl)cc1Cl | 1% | 4% | -6.7% | -3% | 1.1 | i | 4% | 2 | 17 | 0%
COc1cccc(N2CCN(C(=O)NC3CCCCC3)CC2)c1 | -14% | -3% | -5.6% | 4% | 1.1 | i | 16% | -8 | -15 | 9%
O=C(O)COc1ccccc1/C=N/NC(=O)c1ccc(F)cc1 | 17% | -3% | -2.0% | 17% | 1 | i | -5% | -21 | 17 | -8%
CCNC(=O)CC1C(=O)N(c2ccc(F)cc2)C(=O)N1CCc1sccc1C (stereo not given) | 0% | 0% | -3.8% | 6% | 1 | i | -7% | -2 | -2 | -6%
O=C(NCCCCCc1nc2ccccc2[nH]1)c1ccccc1Cl | 7% | -2% | · | 3% | · | i | · | · | · | ·
CC(Oc1ccc(Cl)cc1Cl)C(=O)N(C)c1ccccc1 (stereo not given) | -11% | -1% | -0.9% | 2% | 1.1 | i | 1% | 8 | 2 | -3%
OCC1(CCOc2ccccc2)CCN(Cc2cn[nH]c2-c2ccc(F)cc2)CC1 | 3% | -5% | -11% | -1% | 0.9 | i | 15% | 7 | 14 | 5%
COCc1c(Br)c(C)nc(OCC(=O)O)c1C#N | 21% | -2% | -3.0% | -5% | 1.1 | · | 2% | 0 | 5 | 0%
CCn1nnnc1SCC(=O)N1CCc2ccccc21 | 3% | · | · | 2% | · | i | · | -15 | 10 | ·
Cc1nonc1NC(=O)CSc1nnc(-c2ccoc2C)n1CC(C)C | 8% | -8% | -6.7% | 3% | 1.1 | i | 0% | 3 | -1 | -2%
Cc1ccc(S(=O)(=O)N2CCOCC2)cc1NC(=O)COC(=O)c1ccc(OCc2c(C)noc2C)cc1 | 4% | -7% | -2.9% | 9% | 1.1 | i | 8% | -11 | 14 | -7%
O=C(Cc1ccc(S(=O)(=O)N2CCOCC2)s1)NCCC(c1ccccc1)c1ccccc1 | -2% | 0% | -4.2% | 2.8µM* | 1.1 | i | 7% | -15 | 11 | 5%
O=C(CSc1nnc(-c2ccccn2)n1Cc1ccccc1)N1CCOCC1 | -3% | -3% | -4.7% | 2% | 1.1 | i | 5% | -21 | 5 | 0%
CSc1nsc(SC)c1NC(=O)N1CCCC1 | 4% | -8% | 1.3% | -3% | 1.1 | i | -11% | -10 | -10 | -14%
Cc1cccc(OC(=O)c2sc3ncn(C)c(=O)c3c2C)c1 | 15% | -4% | 0.2% | -1% | 1.1 | · | -2% | 23 | -3 | 5%
CS(=O)(=O)N(Cc1ccccc1Cl)c1ccc(C(=O)NCc2ccccn2)cc1 | 6% | -8% | -1.8% | 2% | 1.1 | i | 7% | 1 | -18 | 12%

Entries shown so far that have a cyano group:
SMILES | P. falciparum M17LAP | LYP inhibition | XIAP displacement | P. falciparum M1AAP | TNAP activation fold | Yfh1-off respiration | PMI inhibitors | WT yeast gro inh | WT yeast gro inh mutant strain | human PMI inhibitors
CC(=O)C1=C(C)NC(SCC(N)=O)=C(C#N)C1c1ccco1 (stereo not given) | 4% | 2% | -9.0% | 3% | 1 | i | -28% | 24 | 11 | -27%
COCc1c(Br)c(C)nc(OCC(=O)O)c1C#N | 21% | -2% | -3.0% | -5% | 1.1 | · | 2% | 0 | 5 | 0%
